# HT1080 IDH1KD tx: toxicity to HT-1080 IDH1 knockdown cells (counter line); Potency, µM (titrated, usually from 46.1 µM), for inactives: top-dose activity, negative = toxicity, most hits filed as cytotoxic; AID 686971; HT-1080 IDH1 knockdown viability, ATP luminescence, 48 h; actives 2% (n = 360,000);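 further: potency means the concentration at half of the fitted maximal effect; 0% = DMSO wells and -100% = cell-free medium wells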
#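 IDH1KD HT-1080 cells, 750/well, RPMI + 5% FBS; compound pinned after 2 h settling; 48 h, 37 °C; CellTiter-Glo luminescence; % activity normalised to DMSO and no-cell wells; curves fitted, classed by r2 and efficacy.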
# IL-1B inflam inh: blocks inflammasome-driven IL-1 beta release; THP-1 LPS/ATP IL-1B secretion, AlphaLISA, 16 h; hits give low values; activity change, % at 57.5 µM; actives 4.7% (n = 360,000); in the data active means activity change below about -50%; inconclusive means mostly about -30% to -49%; further: on the % scale 0 is the no-effect control and ±100 the full control effect
#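 THP-1 cells pretreated 1 hr with compounds (up to 57.5 uM final), then stimulated with LPS (250 ng/mL final) plus ATP (1.25 mM final); secreted IL-1B measured by AlphaLISA after 16 hr, decreased signal indicating inhibition.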
# KB-V1 cytotox: kills drug-selected multidrug resistant KB-V1 cells; KB-V1 MDR cells viability, CellTiter-Glo, 72 h; Potency, µM (highest dose often 46.1 µM), for inactives: at the top dose activity change, negative = cytotoxicity, usual class: cytotoxic; actives 3.4% (n = 400,000); further: potency means the concentration at half of the fitted maximal effect; on the % scale 0 is the no-effect control and ±100 the full control effect; nearly all actives have a fitted effect of over 60% in size
#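 In this primary screen, KB-V1 cells overexpressing P-gp are incubated with library compounds (lowest to highest concentration) for 72 h at 37 degrees C before a luminescent ATP viability read.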
# ATXN2 expr inh: reduces ATXN2 reporter expression in HEK-293 cells; Potency, µM (series often up to 57 µM), inactives show at the top dose activity change, negative = inhibition, hits mostly inhibitors; HEK-293 ATXN2-luciferase reporter, luminescence, 24 h; actives 0.72% (n = 360,000); further: potency means the concentration at half of the fitted maximal effect; on the % scale 0 is the no-effect control and ±100 the full control effect; nearly all actives have a fitted effect of over 55% in size
#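 qHTS (up to 57 uM final) was run with 24 h compound exposure of reporter cells at 37 °C. Each well was multiplexed: SteadyGlo luminescence measured ATXN2-luciferase expression after a fluorogenic Gly-Phe-AFC viability readout (25 uM final).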
# HT1080-NT tox: kills 2HG-producing HT-1080-NT fibrosarcoma cells | HT-1080-NT fibrosarcoma viability, CellTiter-Glo ATP luminescence, 48 h | actives 1.6% (n = 360,000) | AID 686970 | Potency, µM (series often up to 46.1 µM), for inactives: at the top dose activity, negative = less viability, hits mostly cytotoxic;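 further: NT is the 2HG producing partner of a matched IDH1 knockdown line; potency means the concentration at half of the fitted maximal effect; 0% = DMSO-treated cells and -100% = media-only wells without cells; nearly all actives have a fitted effect of over 55% in size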
#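 Toxicity toward the 2HG-producing NT line was scored as %Activity, normalised to DMSO and no-cell wells, from CellTiter-Glo luminescence after 48 hours' treatment.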
# MCF10A rerep: induces DNA re-replication in MCF 10a normal breast cells | MCF 10A DNA re-replication, Hoechst nuclear intensity, 48 h | Potency, µM (series often up to 46.1 µM), inactives show at the top dose activity, positive = re-replication, usual class: activators | actives 2.9% (n = 350,000) | AID 624296; further: potency means the concentration at half of the fitted maximal effect; % of control where 0% means no effect; nearly all actives have a fitted effect of over 50% in size
# S2 tox: viability counter-screen for ATXN expression inhibitors. actives 0.49% (n = 400,000). AID 651635. Potency, µM (titrated, usually from 56.7 µM), actives largely listed as cytotoxic. S2 cells (HEK-293 line with an ATXN2-luciferase reporter) viability, CellTiter-Fluor protease fluorescence, 24 h; further: potency means the concentration at half of the fitted maximal effect; nearly all actives have a fitted effect of over 40% in size
# SW480 rerep: DNA re-replication induction in SW480 cells | SW480 DNA re-replication, Hoechst DNA content imaging, 48 h | Potency, µM (series often up to 46.1 µM), for the others: at the highest dose re-replication activation, most hits filed as activators | actives 1.8% (n = 340,000) | AID 624297; further: potency means the concentration at half of the fitted maximal effect; % of control where 0% means no effect; nearly all actives have a fitted effect of over 55% in size
#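 Treated cells incubate 48 hr (37 C, 5% CO2), are stained 40 min with Hoechst, and nuclear fluorescence is enumerated; a rise in nuclei with high DNA signal marks re-replication.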
# KB-3-1 tox: KB-3-1 parental cell cytotoxicity. KB-3-1 viability, CellTiter-Glo ATP luminescence, 72 h. Potency, µM (highest dose often 46.1 µM), inactives show at the top dose activity change, negative = cytotoxic, usual class: cytotoxic. actives 1.4% (n = 400,000). AID 1347075; further: potency means the concentration at half of the fitted maximal effect; on the % scale 0 is the no-effect control and ±100 the full control effect; nearly all actives have a fitted effect of over 60% in size
#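 Cells are dispensed, compounds pinned in, plates held at 37 °C for 72 h, then CellTiter-Glo is added and luminescence read after 10 minutes. Cell line: parental KB-3-1 in phenol-red-free DMEM, 10% FBS.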
# Numbers without * were called inactive; i = inactive; ? = inconclusive; / = no result given; ! = not confirmed by another sample; [ ] = another dose, or the depositor's remark. Unless noted, the call rests on the fitted dose curve; in most records, active means well fitted curve in the direction sought with a large enough effect; inconclusive means small, poorly fitted or top-dose-only effect, or another doubt; inactive means no such curve, though single readings can be large; an effect the other way counts as inactive or inconclusive. Rows were taken by chance. About 11% of those tested had a hit in this group.
SMILES,HT1080 IDH1KD tx,IL-1B inflam inh,KB-V1 cytotox,ATXN2 expr inh,HT1080-NT tox,MCF10A rerep,S2 tox,SW480 rerep,KB-3-1 tox
CN1C(=O)Cc2cc(S(=O)(=O)Nc3ccc(Cl)cc3)ccc21,-11%,-9,-7%,1%,-8%,-36%[inhibitor],i,-5%,-3%
O=C(NCc1ccccn1)c1ccc(Cl)c(NC2=NC3CS(=O)(=O)CC3S2)c1 (stereo not drawn),8%,17,0%,3%,10%,0%,i,-36%,4%
O=C(Nc1nc2ccccc2c(=O)s1)c1ccco1,-2%,-19,-18%,/,1%,-1%,i,-32%[inhibitor],-1%
CN(C)C(=O)CSc1nnc(CCNC(=O)OC(C)(C)C)o1,3%,19,2%,7%,5%,0%,i,0%,5%
C/C(=N/NS(=O)(=O)c1cc(C)ccc1C)c1ccc2c(c1)OCO2,-10%,28,9%,-1%,-15%,5%,i,-3%,16%
N#CCSc1nc2sccc2c(=O)n1-c1ccccc1,-11%,39,1%,-8%,1%,11%,i,6%,10%
CCCCCCSc1ccc([C@@H]2[C@H]3C(=O)N(CC)C(=O)[C@H]3[C@]3(C(=O)OC)CCCN23)cc1,-14%,-1,2%,0%,-1%,?,?,-19%,-1%
O=C(c1[nH]ncc1-c1cccc(Br)c1)C1CO1 (stereo not drawn),?,-96*,?,-36%,26µM*,?,?,?,?
CC(C)(C)n1nnnc1C(c1cccnc1)N(Cc1ccccc1)Cc1cccs1 (stereo not drawn),?,-29,21µM*,?,?,?,?,26%,?
O=C(O)C1(S(=O)(=O)c2ccc(Cl)cc2)CCC1,18%,27,?,4%,-10%,-2%,i,-119%[inhibitor],8%
Cc1cccc2sc(NNC(=O)C3=COCCO3)nc12,-11%,-5,-1%,32%,-15%,6%[9.22 µM],i,0%,-7%
Cc1ccc(-c2nnc(N(C)C(=O)C3CCCO3)s2)cn1 (stereo not drawn),5%,-5,11%,10%,17%,?,i,-1%[9.22 µM],16%
O=C1CCC(=O)N1CCSC(=S)N1CCSCC1,9%,11,4%,21%,13%,-1%,i,-150%[inhibitor],-1%
CN(CC(=O)Nc1c(Cl)cccc1Cl)C(=O)CCCN1C(=O)c2ccccc2C1=O,1%,26,?,0%,9%,-4%,i,-6%,0%
O=C(Cc1ccc(Cl)cc1)Nc1ccccc1Sc1ccccc1,-6%,-14,23µM*,-6%,-13%,?,i,6%,?

# Three entries drawn at random from those above:
SMILES,HT1080 IDH1KD tx,IL-1B inflam inh,KB-V1 cytotox,ATXN2 expr inh,HT1080-NT tox,MCF10A rerep,S2 tox,SW480 rerep,KB-3-1 tox
N#CCSc1nc2sccc2c(=O)n1-c1ccccc1,-11%,39,1%,-8%,1%,11%,i,6%,10%
Cc1cccc2sc(NNC(=O)C3=COCCO3)nc12,-11%,-5,-1%,32%,-15%,6%[9.22 µM],i,0%,-7%
CC(C)(C)n1nnnc1C(c1cccnc1)N(Cc1ccccc1)Cc1cccs1 (stereo not drawn),?,-29,21µM*,?,?,?,?,26%,?

# Other structures follow:
SMILES,HT1080 IDH1KD tx,IL-1B inflam inh,KB-V1 cytotox,ATXN2 expr inh,HT1080-NT tox,MCF10A rerep,S2 tox,SW480 rerep,KB-3-1 tox
O=C(N/C(=C/c1cn(-c2ccccc2)nc1-c1ccccc1)C(=O)N1CCOCC1)c1ccc(Cl)cc1Cl,4%,-1,3%,-14%,11%,-4%,i,-1%,-3%
c1ccc2c(c1)CCNC2c1ccncc1 (stereo not drawn),2%,18,?,-5%,0%,-2%,i,-2%[9.22 µM],11%
O=C1CCC[C@@H]2[C@H](Cc3ccccc3)[C@@H](O)C[C@@H]3CCN1[C@@H]32,-1%,20,15µM*!,7%,14%,-45%[inhibitor],i,9%,?
O=C(O)c1ccc(CN2C(=O)c3ccccc3S2(=O)=O)cc1,15%,2,0%,-3%,5%,0%,i,-5%,15%
Oc1ccccc1Cn1nnc2ccccc21,-2%,29,-11%,-5%,10%,0%,i,-9%,1%
COc1cccc(CN2CCN(Cc3cc4ccccc4o3)CC2CCO)c1 (stereo not drawn),-19%,17,-6%,-10%,-13%,?,i,2%,7%
O=C(CSc1ccccc1)NCC(c1ccco1)N1CCCCC1 (stereo not drawn),2%,0,12%,1%,8%,-5%,i,-31%[inhibitor],6%
COC(=O)c1cc2sc(Cl)cc2n1CC(=O)Nc1cc(C)cc(C)c1,/,/,0%,-1%,/,/,i,/,-3%
O=C(NC1CC1)C1=C[C@@H](c2ccc(C(F)(F)F)cc2)C[C@@H](OCc2ccc(CO)cc2)O1,11%,-2,4%,1%,8%,6%,i,-10%,12%
CCOC(=O)c1ccc(N/C(=N/S(=O)(=O)c2ccccc2)c2ccccc2)cc1,-11%,-28,?,9%,-18%,-3%,i,21µM*,-3%
COC(=O)c1cc[n+](CC(=O)c2ccccc2)cc1,22%,9,1%,4%,?,-6%,i,-3%,-1%
O=S(=O)(c1ccc2nc(-c3ccccc3)[nH]c2c1)N1CCN(c2cccc(Cl)c2)CC1,-23%,24,13%,-26%,?,?,i,?,10%
CCCCNC(=O)[C@@H]1CCCN1S(=O)(=O)c1cccc2cccnc12,-1%,25,?,0%,9%,-5%,i,-11%,22%
Cc1c(Cl)cccc1NC(=O)Cn1c(=O)n(Cc2nc(-c3ccccc3)no2)c(=O)c2cc3c(cc21)OCO3,/,/,-2%,2%,/,/,i,/,-8%
CCN(CC)C(=O)[C@H]1C[C@H](CC(=O)NC(C)(C)C)C(=O)N2CCc3c([nH]c4cc(CCC(=O)N(C)C)ccc34)[C@]12C,4%,19,0%,5%,8%,7%,i,-4%,0%
CC1CC(c2ccccc2)n2nc(NC(=O)CCc3ccccc3)nc2N1 (stereo not drawn),3%,0,?,-6%,1%,2%,i,6%,0%
Cc1cc(C(C)(C)C)oc1C(=O)N(CC(=O)NC1CCCC1)c1cccc(C(F)(F)F)c1,?,-21,?,?,?,?,?,0%,-22%
CN1OC(COC(=O)c2ccc(Cl)cc2Cl)CC1c1ccccc1 (stereo not drawn),-5%,11,-1%,4%,0%,0%,i,-2%,4%
COc1cccc(-c2cc(C(=O)Nc3ccc(OC)c(OC)c3)no2)c1,?,-9,-11%,-4%,15%,-22%,i,-5%,-2%
O=C(COc1ccccc1-c1ccccc1)NNC(=O)NC1CCCCC1,-9%,-3,?,-22%,-22%,-52%[inhibitor],i,-7%,-10%
COc1ccc(CN(C)C(=O)COC(=O)c2c(-c3ccccc3Cl)noc2C)cc1,-1%,?,?,-27%,-3%,-7%,i,-3%,-16%
C#CCOCCOCCOCCNc1nc(N2CCN(C(=O)CCCCCCCCCCNC(=O)Cn3cc(CCCCCN)nn3)CC2)nc(N2CCN(C(=O)CCCCCCCCCCNC(=O)Cn3cc(CCCCCN)nn3)CC2)n1,?,-10,0%,-19%,-30%,-3%,?,-7%,-1%
Cc1cc(C)cc(NC(=O)[C@H]2O[C@@H]3OC(C)(C)O[C@@H]3[C@H]3OC(C)(C)O[C@H]32)c1,/,/,-2%,13%,/,/,i,/,?
O=C(Cc1ccccc1)N1CCN=C1SCc1cccc([N+](=O)[O-])c1,-9%,5,-7%,-31%,-10%,-3%,i,1%,-9%
O=C(Nc1cnn(Cc2ccc(Cl)cc2)c1)c1cccs1,?,-27,?,-4%,?,?,i,?,4%
COc1ccc(C(=O)Nc2ccccc2N2CCCCC2)cc1[N+](=O)[O-],-8%,75,-13%,-22%,-3%,?,i,-15%,-56%
COc1ccccc1NS(=O)(=O)c1ccc(C(=O)N2CCCCCC2)cc1,4%,6,?,-8%,-4%,2%,i,-2%,?
CCOC(=O)c1ccc(-c2ccc(/C=N/NC(=O)Cc3nnc(N)s3)o2)cc1,-6%,9,26%,36%[activator],-1%,2%,i,-1%,-4%
CCCN1C(=O)C2(OCCO2)c2cc(Cl)ccc21,6%,-4,?,1%,4%,-1%,i,6%,-2%
C=CCNC(=S)NCC=C,9%,15,4%,2%,0%,-2%,i,-4%,-1%
COc1ccc(OC)c(/C=N/NC(=O)c2cnccn2)c1,7%,12,0%,10%,4%,3%,i,-2%,0%
NS(=O)(=O)c1ccc(NC(=O)C(Sc2ccccc2)c2ccccc2)cc1 (stereo not drawn),-3%,-21,?,/,-8%,-10%,i,-2%,5%
C[C@H](CO)N1C[C@H](C)[C@H](CN(C)Cc2ccc(Oc3ccccc3)cc2)Oc2ccc(NC(=O)Nc3cccc4ccccc34)cc2CC1=O,-17%,4,0%,7%,-3%,-22%,i,?,-14%
CC(C)n1c(SCC(=O)c2ccc3c(c2)OCCO3)nc2c1c(=O)n(C)c(=O)n2C,0%,?,-17%,-5%,6%,-4%,i,5%,8%
O=C(CC1CCCC1)Nc1ccc(Cl)c(S(=O)(=O)N2CCOCC2)c1,-7%,-1,-19%,-33%,-30%,?,i,?,-5%
S=C(NCC1CCCO1)N1CCN(c2nc(-c3ccc(Cl)cc3)cs2)CC1 (stereo not drawn),?,-68*,?,?,?,48%,?,?,?
c1csc(-c2nn3c(Cn4nnc5ccccc54)nnc3s2)c1,-24%,19,15µM*,0%,5%,-2%,i,-6%,?
c1ccc2c(c1)nc(N1CCCCCC1)c1nncn12,-1%,28,8%,/,19%,/,i,/,7%
CCOC(=O)C1=CNS(=O)(=O)NC1c1ccc(C(F)(F)F)cc1 (stereo not drawn),9%,44,0%,2%,10%,-2%,i,?,0%
Cc1cccc(N2CCN(S(=O)(=O)c3c(C)[nH]c(C)c3C(=O)N3CCCC3)CC2)c1C,-5%,-20,6%,-12%,-2%,?,i,6%,6%
C=CCOc1ccc(Br)cc1CNC(C)(C)C,-3%,-4,3%,/,-1%,-3%,i,13%,-17%
COc1ccc(OCCCn2cccc2/C=C2/C(=N)N3OC(C)=CC3=NC2=O)cc1,-4%,-1,9%,-19%,0%,-1%,i,-5%,-3%

# From PubChem BioAssay
